# High-throughput results from PubChem BioAssay.
# EWS-Fli inh = EWS/Fli-driven NR0B1 reporter inhibitors, primary screen, A673 cells, NR0B1 luciferase, luminescence, MLPCN library; 350,000 compounds, 0.67% hits; inhibition, % at 12.6 µM; AID 651661, 2012; viability-normalised;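 active = mean inhibition of at least 50% after viability correction, with every replicate also passing that limit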;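 note: firefly luciferase signal divided by Alamar Blue viability fluorescence both relative to DMSO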
# FN deposit inh = inhibitors of fibronectin matrix deposition, primary screen, AH1F cells, Alexa488-fibronectin fluorescence, plate reader. AH1F fibroblasts, overnight. inhibition, % at 12.6 µM. 350,000 compounds, 0.086% hits. AID 743247, 2014;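 active = mean inhibition across replicates of 30% or more, regardless of how many single replicates reach that level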;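 note: positive control wells lacked labelled fibronectin entirely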
#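 Material – AH1F fibroblast monolayer, labelled fibronectin deposition · Reagent – labelled fibronectin 24 nM · Timing – 1 h adhesion, overnight exposure · Measured by – fluorescence at 485 nm excitation, 525 nm emission · Read-out – inhibition of fibronectin deposition signal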
# esBAF inh = Bmi1 luciferase reporter increase in mESCs, primary screen, esBAF inhibitor project, mouse ES cells, Bmi1 luciferase knock-in, single point; AID 602393, 2012; 24 h; 100% = twice the neutral-well signal; 350,000 compounds, 2% hits; reporter increase, % at 12.5 µM; in the data active = activation above about 40%;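 note: 0% = median of the plate's neutral control wells and 100% = double that signal; a rise in the Bmi1 reporter signal indicates esBAF inhibition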
# RAD52 anneal inh = RAD52 DNA annealing inhibitors, primary screen, biochemical, FRET, single point, set 2; DNA repair protein RAD52 homolog (Homo sapiens), P43351; recombinant RAD52 DNA annealing, FRET fluorescence; inhibition, % at 18.7 µM; 360,000 compounds, 0.46% hits; AID 651710, 2012;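 active = every replicate showing at least 50% inhibition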
# XiGFP reactiv = activators of inactive X chromosome reactivation, primary screen, imaging, XiGFP fibroblasts, GFP high-content imaging, set 2 | XiGFP mouse fibroblasts, % GFP-positive cells imaging, 3 d; cells co-treated with 5-aza-dC sensitizer; scaled so ellipticine positive control = 100% | activation, % at 7.58 µM | 360,000 compounds, 0.055% hits;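 active = mean normalized replicate activation at least 10% and every replicate at or above 10%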;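 note: 0% = median of on-plate neutral control wells and 100% = ellipticine 6 µM median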
#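 Assay system: SV40-immortalized XiGFP fibroblast cells, line 68-5-11; buffer or medium: DMEM plus 5-aza-dC sensitizer; compound: one concentration, pinned; timing: compounds 3 days, fix/stain 15 min at room temperature; benchmarks: positive control ellipticine, 6 µM final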
# S100A4 MyoIIA = inhibitors of S100A4-myosin IIA peptide binding, primary screen, biochemical, fluorescence polarization, TAMRA-MyoIIA peptide; 360,000 compounds, 0.14% hits; inhibition, % at 10.7 µM;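 active = mean inhibition of at least 70% across replicates, with every replicate also reaching that level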
#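 Material: S100A4 monomer protein | Medium: HEPES pH 7.2 with CaCl2, KCl, NaCl, DTT, Triton | Reagent: Labelled myosin peptide probe, 5 nM | Doses: One dose per compound | Times: 5 min incubation before reading | Benchmarks: Neutral control DMSO, positive control TFP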
# E-selectin induc = E-selectin induction in HUVECs, primary screen, imaging, HUVEC, immunofluorescence imaging, single point; P16581; normalized: neutral wells 0, TNF-alpha wells 100; activation, % at 7.58 µM; 260,000 compounds, 0.37% hits; AID 686992, 2013;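 active = mean E-selectin-positive cell signal at least 10% of the positive control, reached in at least 60% of replicates, without over 20% cell loss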;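 note: in these data hits start at about 27%; measured in HUVEC primary endothelial cells; signal is the percent of cells scored E-selectin positive by PE staining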
#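 Assay system: HUVEC, human umbilical vein endothelial cells / Amount: 3,000 HUVEC/well / Controls: TNF-alpha positive control, DMSO neutral control / Compound dosing: single concentration / Medium: EGM-2 over gelatin coat / Evaluation: percent E-selectin-positive cells / Signal: immunofluorescence imaging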
# RAD54 inh = inhibitors of human RAD54 branch migration, primary screen, biochemical, fluorescence, single point; 360,000 compounds, 0.14% hits; RAD54 Holliday junction branch migration, FAM/BHQ fluorescence; inhibition, % at 10.4 µM; DNA repair and recombination protein RAD54-like (Homo sapiens), Q92698;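 active = mean normalized replicate activity at least 40 and at least half of replicates scoring 40 or more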;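 note: 0% = median of neutral control wells and 100% = median of positive control wells; inhibitors cause a drop in the FAM fluorescence signal; in these data hits start at about 50%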
# Target sequence (Q92698 whole entry, looked up): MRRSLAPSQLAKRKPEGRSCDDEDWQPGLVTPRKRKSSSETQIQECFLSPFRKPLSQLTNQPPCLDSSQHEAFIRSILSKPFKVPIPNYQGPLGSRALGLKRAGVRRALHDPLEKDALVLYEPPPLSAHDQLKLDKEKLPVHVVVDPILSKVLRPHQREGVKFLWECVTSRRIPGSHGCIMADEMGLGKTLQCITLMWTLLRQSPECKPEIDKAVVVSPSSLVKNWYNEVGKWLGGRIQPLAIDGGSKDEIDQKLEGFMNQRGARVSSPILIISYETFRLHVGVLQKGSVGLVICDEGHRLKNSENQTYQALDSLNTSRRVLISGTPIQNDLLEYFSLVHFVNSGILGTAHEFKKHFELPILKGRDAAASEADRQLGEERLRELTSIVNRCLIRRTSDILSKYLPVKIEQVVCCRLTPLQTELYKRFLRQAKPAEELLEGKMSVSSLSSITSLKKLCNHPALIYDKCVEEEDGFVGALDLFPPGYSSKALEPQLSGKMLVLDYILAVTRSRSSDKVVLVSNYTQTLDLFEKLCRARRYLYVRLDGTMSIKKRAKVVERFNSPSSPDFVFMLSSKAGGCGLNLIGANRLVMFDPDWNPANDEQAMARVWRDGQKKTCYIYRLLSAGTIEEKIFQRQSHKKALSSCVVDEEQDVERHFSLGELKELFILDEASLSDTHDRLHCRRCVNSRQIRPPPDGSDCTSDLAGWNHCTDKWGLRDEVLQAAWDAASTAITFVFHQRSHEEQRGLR
# The depositor's hits bear a star; . = not tested or not shown. Not a hit list, and some 3% of all compounds hit somewhere here.
# The line under a structure holds: EWS-Fli inh	FN deposit inh	esBAF inh	RAD52 anneal inh	XiGFP reactiv	S100A4 MyoIIA	E-selectin induc	RAD54 inh
O=C(OCc1nnc(-c2ccc(Cl)cc2)o1)C12CC3CC(CC(O)(C3)C1)C2
 : 36.0	4.6	.	-32.0	0.0	-3.3	.	.
O=C(CSCc1c(F)cccc1Cl)NCCc1ccccc1
 : 1.1	-1.8	2.7	-1.9	0.0	-25.1	.	-1.1
C[C@@H]1CN([C@@H](C)CO)C(=O)c2cccc(NC(=O)C3CCOCC3)c2O[C@H]1CN(C)S(=O)(=O)c1ccccc1
 : 1.5	.	4.5	25.8	0.0	-2.9	20.6	-6.9
C[C@@H]1CN([C@@H](C)CO)C(=O)c2cccc(NC(=O)Nc3ccccc3)c2O[C@@H]1CN(C)Cc1ccncc1
 : 10.2	.	-1.6	-4.5	0.3	-2.3	0.9	2.1
C[C@H](CO)N1C[C@H](C)[C@H](CN(C)Cc2ccc(C(F)(F)F)cc2)Oc2ccc(NC(=O)Nc3ccc4c(c3)OCO4)cc2C1=O
 : -1.2	.	1.8	11.0	0.0	-3.3	-1.5	5.8
CCN(Cc1ccc(OC)c(F)c1)C(=O)CCl
 : 14.6	6.8	.	-10.8	-0.9	-5.1	4.3	.
CN1CCN(C(=O)C[C@@H]2CC[C@@H]3[C@H](COC[C@H](O)CN3CC3CCOCC3)O2)CC1
 : -13.7	-5.6	3.7	0.6	0.1	1.6	-0.2	0.6
CCc1ccc2c(c1)NC(=O)C2(C)Cc1ccc(C(F)(F)F)nc1 (configuration not stated)
 : 11.1	-9.2	0.2	-1.3	0.0	2.2	-0.1	2.8
CCCCN(C(=O)CSc1nnc(-c2ccco2)o1)c1c(N)n(Cc2ccccc2)c(=O)[nH]c1=O
 : -7.9	-11.8	-0.1	-5.6	0.2	-3.2	2.5	5.2
COCC(=O)N1[C@H](CO)[C@H](c2ccccc2)C12CN(C(=O)c1cccnc1)C2
 : -1.5	.	.	-4.9	0.0	13.0	-0.2	.
Cc1ccc(S(=O)(=O)N2CC(O)C[C@H]2C(=O)OCC(=O)c2ccccc2)cc1 (some centres not stated)
 : .	0.2	3.8	.	-0.1	.	.	1.1
Cc1cccc(NS(=O)(=O)c2cccc(C(=O)NCC3(N4CCCCC4)CCCCC3)c2)c1
 : -7.2	-10.4	-4.7	-2.1	0.0	-11.6	1.1	-2.2
O=C(C[C@@H]1C[C@@H]2c3cc(NC(=O)Nc4ccc(C(F)(F)F)cc4)ccc3O[C@@H]2[C@H](CO)O1)NCC1CC1
 : -13.5	.	1.9	-2.6	0.2	3.9	0.6	-0.7
COc1ccc(S(=O)(=O)Nc2cccc3c2O[C@@H](CN(C)S(=O)(=O)c2cccs2)[C@H](C)CN([C@H](C)CO)C3=O)cc1
 : 6.6	.	7.0	0.4	-0.4	-19.2	-3.1	-6.7
Cc1ccc(C(C)NC(=O)c2cccs2)cc1C (configuration not stated)
 : -8.9	3.1	.	-9.6	-0.1	1.5	2.6	.
Cc1ccc(S(=O)(=O)Nc2cccc(-c3ccc(N4CCCCCC4)nn3)c2)cc1C
 : -72.6	-8.3	46.3*	-17.9	0.2	1.1	.	2.0
COc1ccc(OCc2cc(C(=O)N3C[C@H]4CC[C@H]3C4)no2)c(Cl)c1
 : -79.3	-5.0	61.3*	-7.2	0.1	-3.5	0.0	-5.0
O=C1CN(C(=O)CN2CCN(S(=O)(=O)c3ccccc3)CC2)c2ccccc2N1
 : 6.1	-3.4	-3.1	-10.3	0.2	1.9	-0.1	-0.4

# esBAF inh: entries above that show a hit.
molecule,esBAF inh,RAD52 anneal inh,S100A4 MyoIIA
Cc1ccc(S(=O)(=O)Nc2cccc(-c3ccc(N4CCCCCC4)nn3)c2)cc1C,46.3*,-17.9,1.1
COc1ccc(OCc2cc(C(=O)N3C[C@H]4CC[C@H]3C4)no2)c(Cl)c1,61.3*,-7.2,-3.5

# Ordered by count of non-hydrogen atoms (smallest number first): part of the list above
# The line under a structure holds: EWS-Fli inh	FN deposit inh	esBAF inh	RAD52 anneal inh	XiGFP reactiv	S100A4 MyoIIA	E-selectin induc	RAD54 inh
Cc1cccc(NS(=O)(=O)c2cccc(C(=O)NCC3(N4CCCCC4)CCCCC3)c2)c1
 : -7.2	-10.4	-4.7	-2.1	0.0	-11.6	1.1	-2.2
O=C(C[C@@H]1C[C@@H]2c3cc(NC(=O)Nc4ccc(C(F)(F)F)cc4)ccc3O[C@@H]2[C@H](CO)O1)NCC1CC1
 : -13.5	.	1.9	-2.6	0.2	3.9	0.6	-0.7
C[C@@H]1CN([C@@H](C)CO)C(=O)c2cccc(NC(=O)Nc3ccccc3)c2O[C@@H]1CN(C)Cc1ccncc1
 : 10.2	.	-1.6	-4.5	0.3	-2.3	0.9	2.1

# Looked up by structure from the list above:
# The line under a structure holds: EWS-Fli inh	FN deposit inh	esBAF inh	RAD52 anneal inh	XiGFP reactiv	S100A4 MyoIIA	E-selectin induc	RAD54 inh
Cc1ccc(S(=O)(=O)Nc2cccc(-c3ccc(N4CCCCCC4)nn3)c2)cc1C
 : -72.6	-8.3	46.3*	-17.9	0.2	1.1	.	2.0
O=C1CN(C(=O)CN2CCN(S(=O)(=O)c3ccccc3)CC2)c2ccccc2N1
 : 6.1	-3.4	-3.1	-10.3	0.2	1.9	-0.1	-0.4
